AMA1 RON2 block = disrupts binding of P. falciparum AMA1 to RON2 | Potency, µM (doses to about 58.2 µM), for inactives: at the top dose activity change, negative = inhibition, hits mostly inhibitors | AlphaScreen AMA1-biotinylated RON2 peptide binding | 0.2% of 360,000 active;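 also: potency is read from the fitted curve at half-maximal effect; 0% = vehicle wells and -100% = peptide control; nearly all actives have a fitted effect of over 45% in size; some results filed as inactive show a strong effect at the top dose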
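AMA1 (3D7) with his tag at 25 nM final met compounds first, then biotinylated RON2 peptide at 25 nM; detection used donor plus acceptor beads, 10 µg/mL apiece, read by AlphaScreen after 30 min at room temperature.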
AmpC detergent = blocks E. coli AmpC beta-lactamase in detergent assay; AmpC hydrolysis of nitrocefin, absorbance 480 nm, 0.01% Triton; Potency, µM (top dose mostly 114 µM), without a hit: at the top dose activity change, negative = inhibition, hits mostly inhibitors; 0.041% of 370,000 active;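 also: potency is read from the fitted curve at half-maximal effect; 0% = no-compound wells and -100% = no-enzyme wells; nearly all actives have a fitted effect of over 25% in size; some results filed as inactive show a strong effect at the top dose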
Target sequence (P00811 whole entry, looked up): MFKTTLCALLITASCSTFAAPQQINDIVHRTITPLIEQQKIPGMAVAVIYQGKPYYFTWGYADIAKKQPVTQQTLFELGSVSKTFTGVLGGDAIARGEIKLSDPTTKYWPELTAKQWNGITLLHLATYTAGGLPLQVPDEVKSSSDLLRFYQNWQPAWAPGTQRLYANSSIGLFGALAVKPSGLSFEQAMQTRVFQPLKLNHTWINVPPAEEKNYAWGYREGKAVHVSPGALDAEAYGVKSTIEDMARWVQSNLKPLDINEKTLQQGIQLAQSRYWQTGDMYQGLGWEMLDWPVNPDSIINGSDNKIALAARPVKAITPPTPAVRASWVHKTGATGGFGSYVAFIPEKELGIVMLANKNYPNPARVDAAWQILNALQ
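AmpC (5.3 nM in the dispensed reagent) in 20 mM phosphate pH 7.0 with 0.01% (detergent screen) or 0.0001% Triton X-100 was preincubated with compounds for 15 min at room temperature. Nitrocefin was then added from an 800 uM solution, and hydrolysis was followed at 480 nm.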
HCV inhibitor = inhibitors of hepatitis C virus infection; Huh7.5.1 HCVcc-Cre infection, luciferase reporter, 44 h; AID 651820; 3.4% of 340,000 active; Potency, µM (top dose mostly 41.8 µM), without a hit: at the top dose activity change, negative = inhibition, most hits filed as inhibitors; also: potency is read from the fitted curve at half-maximal effect
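Infectious HCV cell culture screen: compound-treated cells (1,000/well, pre-plated 4 h) are infected with HCVcc-Cre at roughly 0.5 moi and grown 44 h. Infection is quantified by luciferase signal after 15 min substrate incubation at room temperature.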
HCMV antiviral = human cytomegalovirus inhibition; HFF cells, HCMV-luciferase reporter, 72 h; stronger effect = lower value; AID 1259415; 4.5% of 410,000 active; activity change, negative = inhibition, % at 57.5 µM; in the data active = activity change below about -60%; inconclusive = no clear call, values can overlap the other calls; inactive = above about -39%
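After 16 h attachment at 37C, HFF cells received test compound and HCMV-luciferase (1 PFU/cell); reporter luminescence read 72 h later, data normalized against buffer-only and known inhibitor Salinomycin.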
LmPK inh = LmPK (Leishmania mexicana) enzyme inhibition; purified LmPK, Kinase-Glo ATP luminescence, 1 h; AID 1721; Potency, µM (highest dose often 57.5 µM), inactives show at the highest dose activity change, negative = inhibition, actives largely listed as inhibitors; 0.37% of 290,000 active; also: potency is read from the fitted curve at half-maximal effect
Target sequence (Q27686 whole entry, looked up): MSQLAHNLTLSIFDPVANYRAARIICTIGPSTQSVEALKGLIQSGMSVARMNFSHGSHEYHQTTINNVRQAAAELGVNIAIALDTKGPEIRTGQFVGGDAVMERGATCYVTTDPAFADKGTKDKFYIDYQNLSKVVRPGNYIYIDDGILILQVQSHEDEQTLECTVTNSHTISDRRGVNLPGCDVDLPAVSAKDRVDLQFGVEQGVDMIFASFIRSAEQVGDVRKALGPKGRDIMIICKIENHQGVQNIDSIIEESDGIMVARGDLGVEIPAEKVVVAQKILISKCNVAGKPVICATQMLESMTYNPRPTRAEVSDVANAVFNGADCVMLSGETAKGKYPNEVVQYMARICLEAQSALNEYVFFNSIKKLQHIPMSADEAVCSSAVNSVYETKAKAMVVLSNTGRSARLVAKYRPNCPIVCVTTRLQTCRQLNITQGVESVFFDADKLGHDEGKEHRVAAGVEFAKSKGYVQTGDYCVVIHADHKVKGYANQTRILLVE
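Screened at intermediate enzyme activity to detect both inhibitors and activators: LmPK at 0.1 nM, with a 0.5 nM enzyme column as activation reference. PEP 0.5 mM, ADP 0.1 mM; ATP detected by luminescence after 1 h.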
Tb PYK inh = T. brucei pyruvate kinase inhibition; Q57TT1; TbPYK enzyme, Kinase-Glo Plus ATP luminescence, 45 min; 0.12% of 410,000 active; Potency, µM (highest dose often 76.8 µM), for inactives: at the top dose activity, negative = inhibition, hits mostly inhibitors; AID 624173; also: potency is read from the fitted curve at half-maximal effect; nearly all actives have a fitted effect of over 50% in size
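Luminescent Kinase-Glo Plus end-point after 45 min room-temperature reaction of T. brucei pyruvate kinase started with 130 uM ADP (final). Buffer TEA 50 mM pH 7.2 with KCl, MgCl2, BSA, Tween-20; titration-based qHTS with fitted concentration-effect curves.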
AmpC inh no detg = AmpC beta-lactamase inhibition without detergent. P00811. AmpC nitrocefin hydrolysis, absorbance 480 nm, 0.0001% Triton. Potency, µM (doses to about 57.1 µM), for the others: at the top dose activity change, negative = inhibition, hits mostly inhibitors. 0.52% of 330,000 active. AID 485341;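 also: potency is read from the fitted curve at half-maximal effect; plate controls were no compound for no effect and no enzyme for full effect; nearly all actives have a fitted effect of over 20% in size; some results filed as inactive show a strong effect at the top dose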
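AmpC (5.3 nM in the dispensed reagent) in 20 mM phosphate pH 7.0 with 0.01% (detergent screen) or 0.0001% Triton X-100 was preincubated with compounds for 15 min at room temperature. Nitrocefin was then added from an 800 uM solution, and hydrolysis was followed at 480 nm.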
An asterisk follows results filed as active; [ ] = dose if it differs, or a comment. Unless noted, calls follow the shape of the dose curve; as a rule, active = well fitted curve in the direction sought with a large enough effect; inconclusive = small, poorly fitted or top-dose-only effect, or another doubt; inactive = no such curve, though single readings can be large; an effect the other way counts as inactive or inconclusive. Unless noted, % is scaled to controls: 0 for no effect and ±100 for the full control effect.

`Cc1cccc2nc(-c3ccco3)oc(=O)c12` gave AMA1 RON2 block -14%, AmpC detergent -6%, HCV inhibitor 11%, HCMV antiviral 18, LmPK inh -1%, Tb PYK inh -6% and AmpC inh no detg -22%.
CCOc1cc(CNc2ccc(N3CCCCC3)cc2)cc(Br)c1OCC(=O)NC(C)(C)C was read as AMA1 RON2 block 20µM*, AmpC detergent 1%, HCV inhibitor inconclusive, HCMV antiviral -4, LmPK inh 4%, Tb PYK inh -5% and AmpC inh no detg 58%.
For CNc1ccc(/C=C(\C#N)c2ccccn2)cc1[N+](=O)[O-] the results were AMA1 RON2 block 6%, AmpC detergent 9%, HCV inhibitor 0%, HCMV antiviral -34, LmPK inh -7%, Tb PYK inh 1% and AmpC inh no detg -17%.
`CC1CCN(c2ccc3nnc(CCC(=O)Nc4ccc(F)cc4)n3n2)CC1` gave AMA1 RON2 block -7%, AmpC detergent 0%, HCV inhibitor 4%, HCMV antiviral -40, LmPK inh 7%, Tb PYK inh 3% and AmpC inh no detg 161%[activator].
For Cc1ccccc1S(=O)(=O)N1CCN(c2ccc3c(c2)C2CC3CCN2C(=O)OCc2ccccc2)CC1 (stereo not drawn) the results were AMA1 RON2 block -21%, HCMV antiviral inconclusive and Tb PYK inh 0%.
`CCc1ccc(/C=C(\Cl)c2nc3cc(Cl)ccc3c(=O)[nH]2)cc1` gave AMA1 RON2 block 9%, AmpC detergent -18%, HCV inhibitor 10%, HCMV antiviral -35, LmPK inh 1%, Tb PYK inh -12% and AmpC inh no detg -29%.
`CC(C)Cn1c(N)c(/C=N/NC(=O)c2ccc(Cl)cc2)c(=O)n(C)c1=O` gave AMA1 RON2 block 102%[activator], AmpC detergent -13%, HCV inhibitor -24%, HCMV antiviral 0, LmPK inh 1%, Tb PYK inh 2% and AmpC inh no detg -16%.
c1cc(-c2ccc(N3CCOCC3)cc2)n2ccnc2c1 was read as AMA1 RON2 block -7%, HCMV antiviral 131 and Tb PYK inh -3%.
C=CCOc1ccccc1C1C2=C(CC(C)(C)CC2=O)Nc2c1c(=O)n(C)c(=O)n2C (stereo not drawn) was read as AMA1 RON2 block -18%, AmpC detergent inconclusive, HCV inhibitor 18%, HCMV antiviral 1, LmPK inh -1%, Tb PYK inh 0% and AmpC inh no detg -9%.
`CCCCN(C(=O)c1cc(S(=O)(=O)N2CCCCC2)ccc1Cl)c1c(N)n(CCC)c(=O)[nH]c1=O` gave AMA1 RON2 block 8%[11.6 µM], HCV inhibitor 16%, HCMV antiviral -3 and Tb PYK inh 3%.
Screening CCOC(=O)c1c(NC(=O)CSc2cn(CCNC(=O)c3ccccc3OC)c3ccccc23)sc2c1CCC2 returned AmpC detergent 8%, HCMV antiviral -6 and Tb PYK inh -2%.
Screening COc1ccc(-c2cc(C(F)(F)F)n3nc(C(=O)N4CCOCC4)nc3n2)cc1 returned AMA1 RON2 block -26%, AmpC detergent -1%, HCV inhibitor 4%, HCMV antiviral -11, LmPK inh -2%, Tb PYK inh 5% and AmpC inh no detg 0%.

Gathered by group, the entries above containing a Cl atom (three)
`CCc1ccc(/C=C(\Cl)c2nc3cc(Cl)ccc3c(=O)[nH]2)cc1` gave AMA1 RON2 block 9%, AmpC detergent -18%, HCV inhibitor 10%, HCMV antiviral -35, LmPK inh 1%, Tb PYK inh -12% and AmpC inh no detg -29%.
`CC(C)Cn1c(N)c(/C=N/NC(=O)c2ccc(Cl)cc2)c(=O)n(C)c1=O` gave AMA1 RON2 block 102%[activator], AmpC detergent -13%, HCV inhibitor -24%, HCMV antiviral 0, LmPK inh 1%, Tb PYK inh 2% and AmpC inh no detg -16%.
`CCCCN(C(=O)c1cc(S(=O)(=O)N2CCCCC2)ccc1Cl)c1c(N)n(CCC)c(=O)[nH]c1=O` gave AMA1 RON2 block 8%[11.6 µM], HCV inhibitor 16%, HCMV antiviral -3 and Tb PYK inh 3%.

The listing continues:
Cc1ccc(NC(=O)c2sc3ncn(CC(=O)N4CCN(c5ccccn5)CC4)c(=O)c3c2C)cc1 was read as AMA1 RON2 block -3%, HCMV antiviral 26 and Tb PYK inh -6%.
`Cc1ccc(NC(=O)c2sc3nc(-c4ccncc4)ccc3c2N)cc1` gave AmpC detergent 0%, HCMV antiviral 14 and Tb PYK inh 1%.
Screening CCC(CO)NCc1ccc2c(c1)n(C)c(=O)n2C (stereo not drawn) returned AMA1 RON2 block 37%[activator], AmpC detergent inconclusive, HCV inhibitor 8%, HCMV antiviral 51, LmPK inh -3%, Tb PYK inh -8% and AmpC inh no detg -4%.
For CC1CCN(S(=O)(=O)N2CCC(C(=O)NCc3cccs3)CC2)CC1 the results were AMA1 RON2 block 1%, AmpC detergent inconclusive, HCV inhibitor -3%, HCMV antiviral 32, LmPK inh 4%, Tb PYK inh 0% and AmpC inh no detg 16%.
`C/C=C/C(=O)Nc1nnc(-c2ccccc2C)s1` gave AMA1 RON2 block -1%, AmpC detergent 4%, HCV inhibitor -19%, HCMV antiviral 0, LmPK inh 9%, Tb PYK inh -2% and AmpC inh no detg -3%.
For CC(C)(C)NC(=O)C1c2ccccc2OCC(=O)N1CC(F)(F)F (stereo not drawn) the results were AMA1 RON2 block 4%, HCMV antiviral -4 and Tb PYK inh 2%.
C[N+]1(C)CC2([N+](=O)[O-])CC=C(Oc3ccccc3)C([N+](=O)[O-])(C2)C1 (stereo not drawn) was read as AMA1 RON2 block -1%, AmpC detergent inconclusive, HCV inhibitor 9%, HCMV antiviral 13, LmPK inh 2%, Tb PYK inh -5% and AmpC inh no detg -15%.
`Cn1c(=O)c2c(nc(SCCN3CCCCC3)n2C)n(C)c1=O` gave AMA1 RON2 block 12%, AmpC detergent -3%, HCV inhibitor -4%, HCMV antiviral 13, LmPK inh -7%, Tb PYK inh 2% and AmpC inh no detg -3%.
Screening CCS(=O)(=O)c1nc(S(=O)(=O)c2ccc(C)cc2)c(N2CCN(CCO)CC2)s1 returned AMA1 RON2 block -4%, AmpC detergent -7%, HCV inhibitor 16%, HCMV antiviral -33, LmPK inh -1%, Tb PYK inh 2% and AmpC inh no detg 22%.
`Cc1cccc(N=Cc2c(O)n(-c3ccccc3C)c(=O)[nH]c2=O)c1` gave AMA1 RON2 block -19%, AmpC detergent 4%, HCV inhibitor 4%, HCMV antiviral 16, LmPK inh 4%, Tb PYK inh -18% and AmpC inh no detg -1%.
`COc1c(C)cc(C(=O)C2CCCN(C(=O)C3=C(C)OCCO3)C2)cc1C` (stereo not drawn) gave AMA1 RON2 block 0%, AmpC detergent -5%, HCV inhibitor 5%, HCMV antiviral 2, LmPK inh -11%, Tb PYK inh 4% and AmpC inh no detg 112%[activator].
For CCOc1ccc(Nc2nnc(SCc3nc4ccccc4c(=O)[nH]3)s2)cc1 the results were AMA1 RON2 block 11%, AmpC detergent -13%, HCV inhibitor -15%, HCMV antiviral inconclusive, LmPK inh -2%, Tb PYK inh -4% and AmpC inh no detg -23%.
Screening CCCNC(=O)CN1C(=O)c2ccccc2Sc2ncccc21 returned AMA1 RON2 block 5%, AmpC detergent 1%, HCV inhibitor 26%, HCMV antiviral 10, LmPK inh 0%, Tb PYK inh -8% and AmpC inh no detg -23%.
`CC(C)(C)NC(=O)/C(=C\c1ccc(Br)cc1)NC(=O)c1cccs1` gave AMA1 RON2 block 15%, AmpC detergent inconclusive, HCV inhibitor 5%, HCMV antiviral inconclusive, LmPK inh 3%, Tb PYK inh 0% and AmpC inh no detg -14%.
Screening Cc1ccc2c(CC(=O)NCC(=O)Nc3c(C)cccc3C)coc2c1 returned AMA1 RON2 block -4%, AmpC detergent inconclusive, HCV inhibitor inconclusive, HCMV antiviral -15, Tb PYK inh 0% and AmpC inh no detg -25%.
For O=C(O)C(=O)Nc1nc(-c2ccc3c(c2)OCCO3)cs1 the results were AMA1 RON2 block 45%[activator], AmpC detergent -4%, HCV inhibitor 19%, HCMV antiviral 37, LmPK inh -11%, Tb PYK inh -15% and AmpC inh no detg 66%.
For CCOC(=O)C1=C(C)Nc2ccccc2N=C1NC(=O)C1CCN(C(=O)c2ccccc2C)CC1 the results were AMA1 RON2 block 0%, HCV inhibitor 6%, HCMV antiviral -12, Tb PYK inh 4% and AmpC inh no detg 53%.
COc1ccc(NC(=S)NCc2cccnc2)cc1 was read as AMA1 RON2 block 4%, AmpC detergent -6%, HCV inhibitor 12%, HCMV antiviral -2, LmPK inh -1%, Tb PYK inh 2% and AmpC inh no detg -8%.
CCCc1nc2sc3c(=O)[nH]cnc3c2c2c1CCCC2 was read as AmpC detergent -4%, HCMV antiviral 47, LmPK inh -1% and AmpC inh no detg -35%.
Cc1cc[n+](-c2[nH]c(=O)sc2/C=N/N=C(\[O-])c2ccncc2)cc1 was read as AMA1 RON2 block -1%, AmpC detergent -9%, HCV inhibitor 16%, HCMV antiviral -10, LmPK inh -7%, Tb PYK inh 1% and AmpC inh no detg -20%.
For COCCCNC(=O)Cn1nnc(-c2ccccc2NC(=O)c2ccccc2F)n1 the results were AMA1 RON2 block 8%, AmpC detergent 3%, HCV inhibitor -6%, HCMV antiviral inconclusive, LmPK inh 0%, Tb PYK inh 0% and AmpC inh no detg -4%.
Screening S=c1[nH]nc(-c2ccco2)n1-c1cccc2ccccc12 returned AMA1 RON2 block 0%, AmpC detergent inconclusive, HCV inhibitor 9%, HCMV antiviral 1, LmPK inh 7.9µM*, Tb PYK inh 2.8µM* and AmpC inh no detg -18%.
`Cc1cccc(NCCC#N)c1` gave AMA1 RON2 block 0%, AmpC detergent -13%, HCV inhibitor 3%, HCMV antiviral -20, LmPK inh 0%, Tb PYK inh -13% and AmpC inh no detg -3%.
Screening O=C1CSC(c2cn(-c3ccccc3)nc2-c2cccs2)N1Cc1ccccc1 (stereo not drawn) returned AmpC detergent -4%, HCMV antiviral -7, LmPK inh 5% and AmpC inh no detg -4%.
N#CCC(CNc1ncc(C(F)(F)F)cc1Cl)OC(=O)c1cccc([N+](=O)[O-])c1 (stereo not drawn) was read as AMA1 RON2 block 13%, AmpC detergent 0%, HCV inhibitor -10%, HCMV antiviral -17, LmPK inh 3%, Tb PYK inh 6% and AmpC inh no detg -12%.
Cc1ccc(-c2nnc(SCc3ccccc3C)o2)cc1 was read as AmpC detergent -3%, HCMV antiviral 83 and Tb PYK inh -6%.

Screening data (PubChem BioAssay)
